Assay outcomes (PubChem)
NCOA2 inhibitor = inhibits human steroid receptor coactivator 2. inhibition, % at 9 µM. AID 651957. Q15596. HEK293 GAL4-SRC2 luciferase reporter, luminescence. 0.17% of 370,000 active;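 active = inhibition above the mean inhibition of all tested compounds plus 3 SD, set per campaign, cut at about 52% in these data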;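 also: 0% = DMSO treated cells and 100% = cells given Gossypol at 36 µM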
TROY NFkB inh = inhibitors of TROY-dependent NF-kB signaling; Q293 LMP1-TROYcd NF-kB luciferase reporter, 4 h; inhibition, % at 10 µM; 0.98% of 360,000 active; AID 1347056;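 active = compounds whose plate-normalised and pattern-corrected inhibition of the luciferase reporter signal at the single screening dose is 50% or more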
SRC1 inh = inhibitors of human steroid receptor coactivator 1 (SRC1); Q15788; HEK293 GAL4-SRC1 luciferase reporter, luminescence; inhibition, % at 3.6 µM; 0.12% of 360,000 active; AID 588354;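 active = inhibition above the campaign mean plus 3 SD, with each screening campaign given its own cutoff, cut at about 60% in these data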;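 also: 0% = DMSO treated cells and 100% = gossypol at 36 µM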
CF NFkB inh = cystic fibrosis NF-kB activation inhibition | inhibition, % at 5 µM | KKLEB NF-kB-GFP reporter, PAF-induced, GFP fluorescence overnight | 0.86% of 360,000 active;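 active = at least 50% inhibition at 5 µM, scaled per plate between neutral and stimulator controls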;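 also: PAF is a Pseudomonas aeruginosa culture filtrate used as stimulus; plate controls were PAF-stimulated DMSO wells for no effect and unstimulated DMSO wells for full effect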
NCOA3 inh = inhibits human SRC3 coactivator. 0.17% of 360,000 active. HEK293 GAL4-SRC3 luciferase reporter, luminescence. Q9Y6Q9. inhibition, % at 3.6 µM;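 active = inhibition above a per-campaign cutoff, the mean of all compounds plus 3 SD, cut at about 60% in these data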;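 also: 0% = DMSO-treated cells and 100% = gossypol-treated cells at 36 µM; higher means less SRC3-driven luciferase light from the GAL4 reporter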
C8 TRAIL sens = caspase-8 TRAIL sensitization | NB7+C8 cells + TRAIL, ATPlite viability luminescence | inhibition (viability loss, TRAIL sensitization), % at 10 µM | 1% of 360,000 active | AID 624354;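 active = compounds causing at least 50% loss of cell viability in the single-dose screen, relative to plate controls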
KKLEB tox = reduces viability of KKLEB cystic fibrosis airway cells. KKLEB CF airway cells viability, ATPlite luminescence, overnight; active compounds read low; cells stimulated with P. aeruginosa culture filtrate. activity change (cytotoxicity), % at 5 µM. 0.36% of 360,000 active. AID 602141;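 active = corrected activity change at or below -50% at 5 µM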
NR2F2 inh = inhibitors of human COUP-TFII (NR2F2); P24468; HEK293T NGFI-A luciferase reporter, luminescence; inhibition, % at 8.6 µM; 0.7% of 370,000 active;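 active = inhibition above a per-plate cutoff, mean inhibition of test wells between control levels plus 3 SD, cut at about 38% in these data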;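 also: cells cotransfected with COUP-TFII expression vector driving the NGFI-A reporter; 0% = median of COUP-TF2 test wells and 100% = reporter-only cells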
TWEAK Fn14 block = blocks TWEAK-Fn14 interaction in a reporter cell assay; 2% of 360,000 active; inhibition, % at 10 µM; TWEAK-stimulated Fn14 reporter cells, luciferase luminescence, 8 h; AID 1159606; in the data active = inhibition above about 50%
LMP1 NFkB inh = reduces LMP1-driven NF-kappaB luciferase signal; LMP1-induced NF-kappaB luciferase reporter cells, luminescence; inhibition, % at 12.5 µM; 0.69% of 350,000 active; in the data active = inhibition above about 41%;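 also: 0% = neutral control wells and 100% = reference inhibitor control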
NR5A2 inv ag = NR5A2 inverse agonism in reporter assay; HEK293T StAR-luciferase reporter, LRH-1 transfected, 24 h; inhibition, % at 3.6 µM; 0.13% of 360,000 active; AID 602396;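 active = inhibition above the mean inhibition of all tested compounds plus 3 SD, cut at about 73% in these data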;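 also: 0% = DMSO wells and 100% = reporter-only cells lacking LRH-1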
The depositor's hits bear a star.

What do the screens show for `Cc1nc(Cl)cc(N/N=C/c2ccc(O)cc2O)n1`?
NCOA2 inhibitor: -23; TROY NFkB inh: -57; SRC1 inh: -9; CF NFkB inh: -6; NCOA3 inh: -16; C8 TRAIL sens: 6; KKLEB tox: 8; NR2F2 inh: -3; TWEAK Fn14 block: -45; LMP1 NFkB inh: 10; NR5A2 inv ag: -21

What do the screens show for `CC(C)(C)c1ccc(C(=O)NCC(=O)N2CCCCCC2)cc1`?
NCOA2 inhibitor: 8; TROY NFkB inh: -13; SRC1 inh: -21; CF NFkB inh: 8; NCOA3 inh: -6; C8 TRAIL sens: 18; KKLEB tox: -2; NR2F2 inh: -18; TWEAK Fn14 block: 0; LMP1 NFkB inh: -9; NR5A2 inv ag: 4

What do the screens show for `CCOC(=O)C1(Cc2cccc(OC)c2)CCN(Cc2ccccc2)CC1`?
NCOA2 inhibitor: -10; TROY NFkB inh: 11; SRC1 inh: 1; CF NFkB inh: 7; NCOA3 inh: 11; C8 TRAIL sens: 1; KKLEB tox: 3; NR2F2 inh: 3; TWEAK Fn14 block: 9; LMP1 NFkB inh: 5; NR5A2 inv ag: -10

How did N=c1n(CCN2CCOCC2)c2ccccc2n1CC(=O)c1cccc([N+](=O)[O-])c1 do in these assays?
NCOA2 inhibitor: -7; TROY NFkB inh: 12; SRC1 inh: -15; CF NFkB inh: -17; NCOA3 inh: -12; C8 TRAIL sens: -1; KKLEB tox: -5; NR2F2 inh: 13; TWEAK Fn14 block: -5; LMP1 NFkB inh: 2; NR5A2 inv ag: 24

How did CN(CC(=O)Nc1cccc(F)c1)C(=O)c1ccccc1OCCOc1ccccc1 do in these assays?
NCOA2 inhibitor: -2; TROY NFkB inh: 1; SRC1 inh: 14; CF NFkB inh: 9; NCOA3 inh: 16; C8 TRAIL sens: -15; KKLEB tox: -7; NR2F2 inh: 15; TWEAK Fn14 block: -14; LMP1 NFkB inh: 3; NR5A2 inv ag: 19

What do the screens show for `O=C(CCl)NC(Cc1ccccc1)c1ccccc1` (centres undefined)?
NCOA2 inhibitor: 57*; TROY NFkB inh: -23; SRC1 inh: 41; CF NFkB inh: 13; NCOA3 inh: 55; C8 TRAIL sens: 3; KKLEB tox: -19; NR2F2 inh: 16; TWEAK Fn14 block: 53*; LMP1 NFkB inh: 0; NR5A2 inv ag: 37

Results for Cc1noc(C)c1S(=O)(=O)N1Cc2ccccc2CC1C(=O)N(C)C (centres undefined) ?
NCOA2 inhibitor: -29; TROY NFkB inh: -3; SRC1 inh: 8; CF NFkB inh: -17; NCOA3 inh: 8; C8 TRAIL sens: -16; KKLEB tox: 5; NR2F2 inh: 2; TWEAK Fn14 block: 16; LMP1 NFkB inh: -2; NR5A2 inv ag: -7

How did COC(=O)CC1(C(=O)OC)Oc2ccc(Br)cc2C(=O)N1c1cc(Cl)c(Cl)cc1Cl (centres undefined) do in these assays?
NCOA2 inhibitor: 4; TROY NFkB inh: -31; SRC1 inh: 22; CF NFkB inh: 20; NCOA3 inh: 17; C8 TRAIL sens: 2; KKLEB tox: -13; NR2F2 inh: 12; TWEAK Fn14 block: -18; LMP1 NFkB inh: 12; NR5A2 inv ag: 48

What do the screens show for `CCOC(=O)C1C(=O)NC(SCC(=O)Nc2nccs2)=C(C#N)C1c1ccccc1OCC` (centres undefined)?
TROY NFkB inh: 17; SRC1 inh: -4; CF NFkB inh: -5; NCOA3 inh: 3; C8 TRAIL sens: 5; KKLEB tox: 5; TWEAK Fn14 block: -2; LMP1 NFkB inh: 8; NR5A2 inv ag: -10

How did CCN(CC)CC(O)COCCC12CC3CC(CC(C3)C1)C2 (centres undefined) do in these assays?
NCOA2 inhibitor: -3; TROY NFkB inh: -5; SRC1 inh: 18; CF NFkB inh: 9; NCOA3 inh: 18; C8 TRAIL sens: 20; KKLEB tox: 0; NR2F2 inh: -8; TWEAK Fn14 block: -7; LMP1 NFkB inh: 2; NR5A2 inv ag: 19

How did COc1ccc(/C=C\C(=O)NCc2ccc3[nH]c(C)cc3c2)cc1OC do in these assays?
NCOA2 inhibitor: -9; TROY NFkB inh: 0; SRC1 inh: -20; CF NFkB inh: 9; NCOA3 inh: -5; C8 TRAIL sens: -16; KKLEB tox: -16; NR2F2 inh: -9; TWEAK Fn14 block: -6; LMP1 NFkB inh: -22; NR5A2 inv ag: -11

Results for O=C1CCC(=O)N1CCC(=O)N(C(=O)NC1CCCCC1)C1CCCCC1 ?
NCOA2 inhibitor: -15; TROY NFkB inh: -5; SRC1 inh: -6; CF NFkB inh: -4; NCOA3 inh: -10; C8 TRAIL sens: -8; KKLEB tox: 2; NR2F2 inh: -11; TWEAK Fn14 block: 19; LMP1 NFkB inh: -1; NR5A2 inv ag: -5

How did NC(=O)c1ccc(NC(=O)COC(=O)c2ccc3c(c2)OCCO3)cc1 do in these assays?
NCOA2 inhibitor: 2; TROY NFkB inh: 19; SRC1 inh: 3; CF NFkB inh: 11; NCOA3 inh: 10; C8 TRAIL sens: -8; KKLEB tox: -3; NR2F2 inh: -9; TWEAK Fn14 block: -2; LMP1 NFkB inh: 2; NR5A2 inv ag: 0

What do the screens show for `CSc1ncccc1C(=O)OCC(=O)NC1CCCC1`?
NCOA2 inhibitor: -8; TROY NFkB inh: 14; SRC1 inh: -13; CF NFkB inh: -10; NCOA3 inh: 4; C8 TRAIL sens: 8; KKLEB tox: -12; NR2F2 inh: -2; TWEAK Fn14 block: -26; LMP1 NFkB inh: 0; NR5A2 inv ag: 20

Results for COc1cc(/C=N\NC(=O)C2C(=O)NCC2c2ccccc2)cc(OC)c1O (centres undefined) ?
NCOA2 inhibitor: -4; TROY NFkB inh: 17; SRC1 inh: -43; CF NFkB inh: 3; NCOA3 inh: 3; C8 TRAIL sens: -15; KKLEB tox: 0; NR2F2 inh: -7; TWEAK Fn14 block: -1; LMP1 NFkB inh: 6; NR5A2 inv ag: -44

How did Nc1nc(NC(=O)c2cccnc2)nn1-c1ccccc1 do in these assays?
NCOA2 inhibitor: -14; TROY NFkB inh: 2; SRC1 inh: 5; CF NFkB inh: 14; NCOA3 inh: -6; C8 TRAIL sens: -19; KKLEB tox: -4; NR2F2 inh: 11; TWEAK Fn14 block: -13; LMP1 NFkB inh: 0; NR5A2 inv ag: 23

How did Cc1ccccc1N(C(=O)CNC(=O)c1ccco1)C(C(=O)NC1CCCCC1)c1cccnc1 (centres undefined) do in these assays?
NCOA2 inhibitor: -10; TROY NFkB inh: -5; SRC1 inh: -4; CF NFkB inh: -3; NCOA3 inh: -24; C8 TRAIL sens: -8; KKLEB tox: 2; NR2F2 inh: 0; TWEAK Fn14 block: 15; LMP1 NFkB inh: 0; NR5A2 inv ag: -3

Results for CC1=C(C)CC(C(=O)NC(C)CCc2ccccc2)C(C(=O)O)C1 (centres undefined) ?
NCOA2 inhibitor: -8; TROY NFkB inh: -16; SRC1 inh: 2; CF NFkB inh: -5; NCOA3 inh: 8; C8 TRAIL sens: 4; KKLEB tox: -6; NR2F2 inh: -2; TWEAK Fn14 block: 13; LMP1 NFkB inh: -12; NR5A2 inv ag: 1

Results for COC(=O)c1ccc(CNC(=O)CSC2=NCCS2)cc1 ?
NCOA2 inhibitor: -8; TROY NFkB inh: -10; SRC1 inh: -8; CF NFkB inh: 4; NCOA3 inh: -2; C8 TRAIL sens: -3; KKLEB tox: 1; NR2F2 inh: -3; TWEAK Fn14 block: 1; LMP1 NFkB inh: -1; NR5A2 inv ag: 0

Results for COc1ccc(-n2c(SCC(=O)NCc3ccco3)nc3c([nH]c4ccccc43)c2=O)cc1 ?
NCOA2 inhibitor: -15; TROY NFkB inh: -6; SRC1 inh: 0; CF NFkB inh: 20; NCOA3 inh: -3; C8 TRAIL sens: 11; KKLEB tox: -9; NR2F2 inh: -27; TWEAK Fn14 block: 6; LMP1 NFkB inh: -10; NR5A2 inv ag: 9

What do the screens show for `CCCC(=O)Nc1ccc(C(N)=O)cc1`?
NCOA2 inhibitor: -24; TROY NFkB inh: -1; SRC1 inh: -7; CF NFkB inh: -4; NCOA3 inh: 21; C8 TRAIL sens: 0; KKLEB tox: -4; NR2F2 inh: -21; TWEAK Fn14 block: -19; LMP1 NFkB inh: -10; NR5A2 inv ag: 3

How did CCOC(=O)C(Cc1ccc(O)cc1)NC(=O)CNC(=O)C(CC(C)C)NC(=O)OC(C)(C)C (centres undefined) do in these assays?
NCOA2 inhibitor: 11; TROY NFkB inh: -18; SRC1 inh: -14; CF NFkB inh: 0; NCOA3 inh: 14; C8 TRAIL sens: -6; KKLEB tox: 8; NR2F2 inh: -3; TWEAK Fn14 block: -28; LMP1 NFkB inh: -4; NR5A2 inv ag: 10

What do the screens show for `CCOC(=O)c1csc(NC(=O)c2cc(-c3ccccn3)nc3ccccc23)n1`?
NCOA2 inhibitor: 10; TROY NFkB inh: -15; SRC1 inh: 12; CF NFkB inh: -47; NCOA3 inh: -19; C8 TRAIL sens: 18; KKLEB tox: 10; NR2F2 inh: 13; TWEAK Fn14 block: -9; LMP1 NFkB inh: 1; NR5A2 inv ag: -4

How did CCCCN(CCCC)C(=O)/C=C/c1cccc([N+](=O)[O-])c1 do in these assays?
NCOA2 inhibitor: -4; TROY NFkB inh: 3; SRC1 inh: 13; CF NFkB inh: 14; NCOA3 inh: 5; C8 TRAIL sens: 14; KKLEB tox: -10; NR2F2 inh: -7; TWEAK Fn14 block: -17; LMP1 NFkB inh: 18; NR5A2 inv ag: -5

How did Cc1ccc2c(CC(=O)Nc3sccc3C(N)=O)coc2c1 do in these assays?
NCOA2 inhibitor: -64; TROY NFkB inh: -62; SRC1 inh: -111; CF NFkB inh: -8; NCOA3 inh: -118; C8 TRAIL sens: 13; KKLEB tox: 0; NR2F2 inh: -38; TWEAK Fn14 block: -4; LMP1 NFkB inh: -7; NR5A2 inv ag: -144

3 entries picked at random from the list so far:
How did CCCCN(CCCC)C(=O)/C=C/c1cccc([N+](=O)[O-])c1 do in these assays?
NCOA2 inhibitor: -4; TROY NFkB inh: 3; SRC1 inh: 13; CF NFkB inh: 14; NCOA3 inh: 5; C8 TRAIL sens: 14; KKLEB tox: -10; NR2F2 inh: -7; TWEAK Fn14 block: -17; LMP1 NFkB inh: 18; NR5A2 inv ag: -5

Results for CC1=C(C)CC(C(=O)NC(C)CCc2ccccc2)C(C(=O)O)C1 (centres undefined) ?
NCOA2 inhibitor: -8; TROY NFkB inh: -16; SRC1 inh: 2; CF NFkB inh: -5; NCOA3 inh: 8; C8 TRAIL sens: 4; KKLEB tox: -6; NR2F2 inh: -2; TWEAK Fn14 block: 13; LMP1 NFkB inh: -12; NR5A2 inv ag: 1

Results for COc1ccc(-n2c(SCC(=O)NCc3ccco3)nc3c([nH]c4ccccc43)c2=O)cc1 ?
NCOA2 inhibitor: -15; TROY NFkB inh: -6; SRC1 inh: 0; CF NFkB inh: 20; NCOA3 inh: -3; C8 TRAIL sens: 11; KKLEB tox: -9; NR2F2 inh: -27; TWEAK Fn14 block: 6; LMP1 NFkB inh: -10; NR5A2 inv ag: 9
